# aSyn tox rescue: alpha-synuclein toxicity suppression in yeast. S. cerevisiae alpha-synuclein toxicity rescue, BacTiter-Glo growth, 24 h. Potency, µM (titrated, usually from 46.1 µM), for inactives: at the highest dose growth rescue (activation), most hits filed as activators. hit rate 0.02% among 94,000; active means well fitted activation curve with a large enough effect; inconclusive means small, poorly fitted or top-dose-only effect; further: 0% is about no effect
#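 Growth restoration measured by BacTiter-Glo luminescence after 24 hr at 30 deg C; alpha-synuclein yeast, raffinose-pregrown to mid-log, were added at OD600=0.02 in galactose medium onto pinned compounds.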
# The depositor's hits bear a star; ? = inconclusive; [ ] = dose if it differs, or a comment. Potency means the concentration at half of the fitted maximal effect.
structure,aSyn tox rescue
O=C(NC1CCCCC1)c1cc(-c2ccc(Cl)cc2)on1,3%
CCOc1ccc(/C=C/C(=O)N(CC)CC(=O)Nc2c(F)cccc2F)cc1OC,-3%
O=C(Nc1ccc(CN2CCOCC2)cc1)c1cc2ccccn2n1,-1%
Fc1ccc(-c2nc3c4ccccc4ccn3c2Cc2ccccc2)cc1,5%
CC1(C)CC(=O)c2cc(C(=O)NNc3ccccc3)c(=O)n(-c3ccccc3)c2C1,9%
CCCN(C(=O)Nc1cn(CC(C)C)c(=O)c2ccccc12)c1ccc(F)cc1,-1%
O=C(NCC1CCCN1S(=O)(=O)c1cccs1)c1ccc(F)c(F)c1 (stereo unspecified),-5%
COc1ccc(/C=C2\CCc3ccccc3C2=O)cc1O,-3%
COc1ccccc1NC(=O)C(C)OC(=O)CN1C(=O)C2CC=CCC2C1=O (stereo unspecified),3%
CNC(=O)c1ccccc1-c1cn(C)c2ccccc2c1=O,-8%
Cc1ccc(C(=O)N/C(=C\c2ccco2)C(=O)NC2CCS(=O)(=O)C2)cc1 (stereo unspecified),5%
N#Cc1cc2c(=O)n3ccccc3nc2n(-c2nnc(SCc3ccc(F)cc3)s2)c1=O,6%
Cc1ccc(NC(=O)c2nc(S(C)(=O)=O)ncc2N(Cc2ccco2)Cc2cccs2)cc1C,-1%
COc1cc(-c2nnc(COC(=O)c3nn(CC(C)C)c(=O)c4ccccc34)o2)cc(OC)c1OC,-13%
COc1ccc(CCNC(=O)C(=O)NCC2OCCN2S(=O)(=O)c2ccc(OC)c(C)c2)cc1 (stereo unspecified),-2%
CN1CCN(C(=O)CCn2c(=S)[nH]c3ccccc3c2=O)CC1,1%
CCC(C(=O)NCc1ccccc1)n1ncn2c(cc3occc32)c1=O (stereo unspecified),5%
CN(C)C(=O)c1ccc2c(c1)N(CC(=O)NCc1ccccc1Cl)C(=O)C1CCCCN21 (stereo unspecified),-3%
NNC(=O)c1nc[nH]c1C(=O)Nc1ccccc1[N+](=O)[O-],-1%
O=C(COC(=O)c1ccc(S(=O)(=O)N2CCCC2)cc1)Nc1ccccc1Cl,1%
O=C(Nc1nc2n(n1)C(c1ccccc1)C=C(c1ccc(Cl)cc1)N2)c1ccco1 (stereo unspecified),1%
O=C(Nc1ccccc1F)c1oc2ccccc2c1NC(=O)C12CC3CC(CC(C3)C1)C2,-8%
COc1cc(CNc2ccc3[nH]c(=O)[nH]c3c2)ccc1OCc1ccccc1F,-11%
Cc1ccc(-c2c(CN3CCN(c4cccc(C(F)(F)F)c4)CC3)csc2C)cc1,-18%
COc1ccc(C(=O)CSc2nnc3n2CCCN3C(=O)Nc2ccccc2)cc1,4%
CCOc1ccccc1NC(=O)c1ccc2c(c1)CCN2S(=O)(=O)c1ccc(C)cc1,-1%
Cc1oc(-c2ccccc2)nc1Cn1c(SCc2cccc(C(F)(F)F)c2)nc2cccnc21,3%
O=C(COc1ccc2oc3c(c2c1)CCCC3)Nc1ccc(Cl)cc1,-8%
Cc1ccc(S(=O)(=O)N(C)c2ccc(C(=O)NCC(c3ccccc3)N3CCCC3)cc2)cc1 (stereo unspecified),-2%
Cc1[nH]c2ccccc2c1-c1csc(NC(=O)CSCC(=O)O)n1,6%
CCOc1ccccc1Nc1sc(C(=O)c2ccccc2)c(N)c1C(=O)Nc1ccccc1,5%
Cn1cc(S(=O)(=O)c2ccccc2)c(=O)c2cc(F)c(N3CCN(c4ccccc4)CC3)cc21,-4%
Cc1ccc2c(c1)-c1c(cnn1CC(=O)N1CCN(c3cc(Cl)ccc3C)CC1)CO2,?
CN(c1ccccc1)S(=O)(=O)c1ccc(NC(=O)c2cc(=O)c3ccccc3o2)cc1,2%
CCN(CC)C(=O)c1ccccc1NS(=O)(=O)c1ccc(OC)c(C(=O)N2CCOCC2)c1,1%
CC(C)c1ccc(/C=C/C(=O)NCc2ccc(S(N)(=O)=O)cc2)cc1,1%
CC(=O)Nc1ccc(S(=O)(=O)Nc2nc3cc4c(cc3nc2Cl)OCCO4)cc1,3%
Cc1ccc(CCNC(=O)c2ccc(NC(=O)N3CCSc4ccccc43)cc2)cc1,9%
O=C(CSc1cn(CC(=O)N2CCCC2)c2ccccc12)Nc1cc(C(F)(F)F)ccc1Cl,10%
c1ccc(CNc2ncnc3[nH]ncc23)cc1,-8%
COc1ccc2c(c1)c1c(c(=O)n(-c3ccccc3)c(=O)n1CC(=O)NCCC1=CCCCC1)n2C,-3%
COc1ccccc1OCC(=O)Nc1nc(C)c(C)s1,-4%
COc1ccc2nc(N3CCN(C(=O)c4ccc([N+](=O)[O-])o4)CC3)sc2c1,-9%
CC(C(=O)Nc1sc2c(c1C#N)CCCCC2)N1C(=O)c2ccccc2C1=O (stereo unspecified),13%
CCOc1cc(N2CCOCC2)c(OCC)cc1NC(=O)COC(=O)c1c(C)noc1C,1%
O=C(c1ccc(CS(=O)c2ccccc2Cl)o1)N1CCN(C2CCCCC2)CC1 (stereo unspecified),-7%
CC1CCC(NC(=O)c2ccc(CSc3nc4ccncc4n3Cc3ccc(F)cc3)cc2)CC1 (stereo unspecified),-23%
COc1ccc(-c2noc(-c3nnn(-c4ccc(C)cc4C)c3C)n2)cc1,-4%
CC(NC(=O)c1ccc([N+](=O)[O-])o1)C12CC3CC(CC(C3)C1)C2 (stereo unspecified),-9%
COc1ccc(-c2c(C)sc(NC(=O)c3ccnn3C)c2C#N)cc1,2%
CCN(C(=O)Cn1nc(Cc2cccnc2)c2ccccc2c1=O)c1ccccc1F,-4%
CCOc1ccccc1CN1CCN(Cc2csc(C(C)=O)c2)CC1CCO (stereo unspecified),-12%
O=C1CC(c2c(Cl)cccc2Cl)c2c(ccc3ccccc23)N1 (stereo unspecified),6%
CN(C)c1ccc(C(CNC(=O)c2cccc(C(F)(F)F)c2)N2CCCC2)cc1 (stereo unspecified),0%
Cc1cc(C)cc(NC(=O)c2sc3nc(-c4cc5ccccc5oc4=O)[nH]c(=O)c3c2C)c1,-9%
CC(=O)Nc1ccc(S(=O)(=O)N2CCC(NC(=O)C(Cc3ccccc3F)NC(C)=O)CC2)cc1 (stereo unspecified),4%
COc1cccc(CSc2nc3n(n2)C(c2ccccc2C)C(C(=O)Nc2ccccc2OC)=C(C)N3)c1 (stereo unspecified),3%
C[C@H](CO)N1C[C@H](C)[C@@H](CN(C)Cc2ccccn2)Oc2ncc(Br)cc2C1=O,0%
Cc1ccc(C(=O)c2oc3ccccc3c2NC(=O)Cc2coc3cc(C)ccc23)cc1,1%
Cc1ccc(C)c(Cn2nnc3c(=O)[nH]c(C4CCCN(C(=O)c5ccco5)C4)nc32)c1 (stereo unspecified),-1%

# Further results
structure,aSyn tox rescue
COc1ccc(C2Nc3ccccc3-c3cc(C)nn32)cc1OC (stereo unspecified),-8%
COc1ccc(CNC(=O)c2cccn2-c2nnc(N3CCCCC3)s2)c(OC)c1,-8%
O=[N+]([O-])c1nn(-c2ccc(Cl)cc2)n(O)c1=NCc1ccccc1Cl,-3%
COC(=O)CN1C(=O)CSc2ccc(S(=O)(=O)Nc3cc(C)ccc3C)cc21,6%
CCOC(=O)C1CCCN(C(=O)Cn2ncn3c(cc4sc(CC)cc43)c2=O)C1 (stereo unspecified),2%
COCC(=O)N(C)C[C@@H]1Oc2cc(Br)ccc2S(=O)(=O)N([C@H](C)CO)C[C@H]1C,5%
O=C(NC1CCCCC1)C1CC(=O)N(c2ccccc2)C1 (stereo unspecified),-5%
COc1cccc(/C=N/NC(=O)CCCC(=O)NC2CCCCC2)c1,5%
O=C(N/N=C/C=C/c1ccc([N+](=O)[O-])cc1)C1COc2ccccc2O1 (stereo unspecified),14%
COc1ccc(Cl)cc1NC(=O)c1nc2nc(C)cc(C(F)F)n2n1,-5%
COc1cccc(Nc2sc(C(=O)c3ccc(Cl)cc3)c(N)c2C(=O)NCc2ccc(C)cc2)c1,2%
Cc1nc(-c2ccccc2)sc1-c1ccc(SCC(=O)NCc2ccc(F)cc2)nn1,7%
O=C(OCC(=O)N1CCCCCC1)c1ccc(F)cc1F,-2%
Cc1ccc(C2=CC(c3ccc(Cl)cc3)n3nc(-c4ccc(C)cc4)nc3N2)cc1 (stereo unspecified),1%
O=C(N/N=C/c1ccc(N2CCOCC2)cc1)c1ccc(O)cc1,-1%
O=C(Nc1ccc(Cl)c(Cl)c1)Nc1nnc(-c2ccncc2)s1,5%
CC(C)(C)c1ccc(NC(=O)C2CCCN(c3cnccn3)C2)cc1 (stereo unspecified),-2%
CC(C)CCOc1ccc(Cn2c(=O)sc3ccccc32)cc1,7%
O=C1CC(C(=O)N2CCCc3ccccc32)CN1c1ccc(Cl)cc1 (stereo unspecified),-5%
CC(C)(C)c1cc(OC(=O)c2ccccc2F)ccc1O,-39%[inhibitor]
CC(C)Cn1cc(C(=O)N2CCC(C)CC2)c2c3ccccc3n(C)c2c1=O,14%
O=C(O)c1cccc(Nc2nc(Nc3ccccc3)nc(N3CCCC3)n2)c1,15%
COc1ccc(N2C[C@H](C)[C@@H](CC(=O)Nc3ccc(Br)cc3)C2=O)cc1,-3%
O=C(COC(=O)/C=C/c1ccc(C(F)(F)F)cc1)NC1CCS(=O)(=O)C1 (stereo unspecified),-51%[inhibitor]
Cc1ccc(NC(=O)Nc2nnc(SCC(=O)N3CCCCC3)s2)cc1,-4%
Cc1cccc(C(=O)OCC(=O)Nc2ccc(F)cc2)c1,-11%
COc1ccc(CNC(=O)c2cc3c(-c4ccccc4F)nn(C)c3s2)c(OC)c1,1%
COCCNc1nc(N)c([N+](=O)[O-])c(NCC2CCCO2)n1 (stereo unspecified),2%
CCOC(=O)C1CCC(CN(Cc2ccc(OC)cc2)S(=O)(=O)c2ccc(F)c(C(=O)Nc3cc(Cl)ccc3OC)c2)CC1 (stereo unspecified),-11%
O=C(CNS(=O)(=O)c1ccc(Br)s1)NCCc1ccc(Cl)cc1,-7%

# Reprinted at random: four entries already listed, in no set order.
structure,aSyn tox rescue
COc1ccc(C2Nc3ccccc3-c3cc(C)nn32)cc1OC (stereo unspecified),-8%
O=[N+]([O-])c1nn(-c2ccc(Cl)cc2)n(O)c1=NCc1ccccc1Cl,-3%
CCOC(=O)C1CCC(CN(Cc2ccc(OC)cc2)S(=O)(=O)c2ccc(F)c(C(=O)Nc3cc(Cl)ccc3OC)c2)CC1 (stereo unspecified),-11%
COCC(=O)N(C)C[C@@H]1Oc2cc(Br)ccc2S(=O)(=O)N([C@H](C)CO)C[C@H]1C,5%

# Structures listed so far containing bromine, in the order listed:
structure,aSyn tox rescue
C[C@H](CO)N1C[C@H](C)[C@@H](CN(C)Cc2ccccn2)Oc2ncc(Br)cc2C1=O,0%
COCC(=O)N(C)C[C@@H]1Oc2cc(Br)ccc2S(=O)(=O)N([C@H](C)CO)C[C@H]1C,5%
COc1ccc(N2C[C@H](C)[C@@H](CC(=O)Nc3ccc(Br)cc3)C2=O)cc1,-3%
O=C(CNS(=O)(=O)c1ccc(Br)s1)NCCc1ccc(Cl)cc1,-7%

# Later entries:
structure,aSyn tox rescue
CC(=O)NCCc1ccc(C(=O)COC(=O)c2ccc(C)s2)cc1,-4%
CSc1nnc2c(n1)OC(c1cccc(O)c1Cl)Nc1ccccc1-2 (stereo unspecified),-4%
Cc1ccc(CCNC(=O)c2ccc(CSc3nc4ccncc4n3Cc3ccc(F)cc3)cc2)cc1,-31%[inhibitor]
O=C(Cn1nc2c(cc1=O)CCCC2)NCc1ccccc1Cl,3%
Cc1cc(C)n(-c2ccc(S(=O)(=O)N3CCCC3)cc2[N+](=O)[O-])n1,5%
CC1CCN(S(=O)(=O)c2ccc3c(ccc(=O)n3CC(=O)NCc3ccc(Cl)cc3)c2)CC1,-2%
Cc1ccc(C(=O)Nc2ccc3c(c2)N(C)C(=O)c2ccccc2S3)cc1F,7%
O=S(=O)(Nc1nc2ccccc2nc1N1CCc2ccccc2C1)c1ccc(Br)cc1,1%
CSc1ccc(S(=O)(=O)Nc2ccc3c(c2)NC(=O)CC3)cc1,-2%
O=C(N/N=C/c1ccc([N+](=O)[O-])cc1)c1[nH]ncc1Br,7%
O=C(NCc1ccccc1Cl)c1ccc2c(c1)ncn2-c1cccc(F)c1,?
CCCCNC(=O)C1CCC(CNS(=O)(=O)c2ccc(NC(C)=O)cc2)CC1 (stereo unspecified),1%
O=C(Cn1ncc2c1-c1ccccc1OC2)N1CCN(Cc2ccc3c(c2)OCO3)CC1,-6%
COc1ccc(NC(=O)Cn2c(=O)n(-c3ccccc3)c(=O)c3c4c(sc32)CCCC4)c(OC)c1,-3%
CC(=O)N1CCN(c2csc3ccc(Br)cc3c2=O)CC1,-63%[inhibitor]
CCN(C(=O)Cn1c(=O)n(Cc2ccccc2)c(=O)c2c1c1cc(OC)ccc1n2C)c1ccccc1,4%
Cc1ccc(S(=O)(=O)Nc2ccccc2F)cc1C(=O)NNC(=O)c1ccccc1O,-45%[inhibitor]
O=c1c2c(-c3ccccc3)ccnc2[nH]n1-c1ccccc1,-7%
CCOc1ccc(S(=O)(=O)NCCC(=O)N2CCN(c3ccc(OC)cc3)CC2)cc1,-8%
C1=Cc2ccccc2Nc2ccccc21,18%
COc1cccc(/C=C/c2nc(C#N)c(N3CCCCC3)o2)c1,-3%
CC(C)CN(CCNC(=O)c1cc(=O)[nH]c2ccc(S(=O)(=O)N3CCCCCC3)cc12)CC(C)C,0%
COc1ccc(-n2ncc(C(=O)Nc3ccc4c(c3)OCCO4)c2C2CCN(C(=O)OC(C)(C)C)CC2)cc1,1%

# Only part of the results is shown; rates above refer to the full screens.
